14-3-3 Bad inh = inhibitors of 14-3-3 zeta/Bad binding, primary screen, biochemical, TR-FRET, bovine 14-3-3 zeta; 14-3-3 protein zeta/delta (Bos taurus), P63103; TR-FRET 14-3-3zeta/Dy647-pBad peptide displacement, 1 h; inhibition, % at 21.7 µM; 220,000 compounds, 0.71% hits;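 active means inhibition above about 70%, limit read from the data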;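 further: 0% = full 14-3-3 plus peptide FRET controls and 100% = background without 14-3-3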
Target sequence (P63103 whole entry, looked up): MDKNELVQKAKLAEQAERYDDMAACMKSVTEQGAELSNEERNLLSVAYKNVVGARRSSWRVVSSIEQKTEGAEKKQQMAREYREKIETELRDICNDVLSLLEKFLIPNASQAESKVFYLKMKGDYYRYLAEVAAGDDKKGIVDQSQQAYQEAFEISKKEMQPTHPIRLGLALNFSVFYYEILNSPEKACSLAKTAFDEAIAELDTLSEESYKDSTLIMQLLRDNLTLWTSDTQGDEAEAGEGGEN
EP2 antag = human EP2 receptor antagonists, primary screen, TR-FRET cAMP, C6 glioma cells | C6 glioma cells expressing human EP2; cells stimulated with saturating PGE2 | AID 1422, 2008 | 260,000 compounds, 0.52% hits | inhibition, % at 25 µM | Prostaglandin E2 receptor EP2 subtype (Homo sapiens), P43116;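 active means percent inhibition above 40 after rounding to a whole number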;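 further: rat C6 glioma host cells with rolipram phosphodiesterase inhibitor present; the protocol text gives 20 µM as final concentration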
m-calpain inh = inhibitors of pig calpain II, primary screen, biochemical, fluorogenic peptide substrate, 1536-well; purified calpain II, 30 min; inhibition, % at 16 µM; 220,000 compounds, 0.37% hits; AID 1236, 2008;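 active means inhibition above about 50%, limit read from the data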
Rad51 HR inh = human RAD51 strand exchange inhibitors, primary screen, biochemical, fluorescence; DNA repair protein RAD51 homolog 1 (Homo sapiens), Q06609; hRad51 DNA strand exchange, fluorescence dequenching; inhibition, % at 10 µM; 200,000 compounds, 0.085% hits;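 active means inhibition above 40% at the single screening dose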;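 further: 0% = DMSO control wells and 100% = blanks with heterologous ssDNA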
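Test system: preformed human Rad51 ssDNA filaments. Compound dosing: single dose, 10 µM final compound. Incubation: filaments 15 min 37 °C, then compound 30 min. Technique: FRET fluorescence dequenching, excitation 485 nm, emission 520 nm. Read-out basis: percent inhibition from fluorescence, normalised to plate control and blank means. Benchmarks: plate controls and plate blanks.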
eIF4E-4G inh = eIF4E–eIF4G protein interaction inhibitors, primary screen, biochemical, uHTS, TR-FRET, eIF4GI fragment. Eukaryotic translation initiation factor 4E (Mus musculus) + Eukaryotic translation …. TR-FRET eIF4E-eIF4GI(517-606) binding, 2 h. inhibition, % at 21.7 µM. 220,000 compounds, 0.37% hits;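 active means inhibition above about 30%, limit read from the data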;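 further: 0% = full FRET control wells and 100% = background wells lacking eIF4GI fragment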
zVAD death inh = inhibitors of zVAD-triggered necroptosis, primary screen, L929 cells; L929 zVAD necroptosis rescue, ATP luminescence, 24 h; with zVAD 60 µM; viability rescue, % at 10 µM; 220,000 compounds, 0.38% hits; AID 1377, 2008;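 active means activation, scaled between plate controls, above about 75%, limit read from the data; inactive means activation under that limit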;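 further: 0% = zVAD with DMSO and 100% = DMSO alone without zVAD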
EP2 mod = EP2 receptor modulators, cAMP readout, primary screen, cell-based, HTRF cAMP, PGE2 stimulation; Prostaglandin E2 receptor EP2 subtype (Homo sapiens), P43116; EP2-expressing cells, cAMP HTRF FRET, PGE2 co-stimulation; induction, % at 25 µM; 260,000 compounds, 0.83% hits;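 active means compounds whose cAMP rise, as percent of the full-agonist control response, exceeds 60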;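 further: rat C6 glioma line stably carrying human EP2 under a CMV promoter; the protocol text gives 20 µM as final concentration; 100% = response of wells given 1 µM PGE2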
Hck Nef HTS = inhibitors of Nef-activated human Hck kinase, primary screen, biochemical, Z-Lyte FRET, 384-well, Hck-YEEI; Tyrosine-protein kinase HCK (Homo sapiens), P08631; Recombinant Hck-YEEI plus Nef, Z-Lyte FRET kinase assay; inhibition, % at 20 µM; 220,000 compounds, 0.68% hits; AID 463187, 2010;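 active means Hck-Nef kinase inhibition above about 50%, limit read from the data; inactive means inhibition below that limit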;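 further: 0% = DMSO with Hck plus Nef and 100% = Hck alone without Nef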
Target sequence (P08631 whole entry, looked up): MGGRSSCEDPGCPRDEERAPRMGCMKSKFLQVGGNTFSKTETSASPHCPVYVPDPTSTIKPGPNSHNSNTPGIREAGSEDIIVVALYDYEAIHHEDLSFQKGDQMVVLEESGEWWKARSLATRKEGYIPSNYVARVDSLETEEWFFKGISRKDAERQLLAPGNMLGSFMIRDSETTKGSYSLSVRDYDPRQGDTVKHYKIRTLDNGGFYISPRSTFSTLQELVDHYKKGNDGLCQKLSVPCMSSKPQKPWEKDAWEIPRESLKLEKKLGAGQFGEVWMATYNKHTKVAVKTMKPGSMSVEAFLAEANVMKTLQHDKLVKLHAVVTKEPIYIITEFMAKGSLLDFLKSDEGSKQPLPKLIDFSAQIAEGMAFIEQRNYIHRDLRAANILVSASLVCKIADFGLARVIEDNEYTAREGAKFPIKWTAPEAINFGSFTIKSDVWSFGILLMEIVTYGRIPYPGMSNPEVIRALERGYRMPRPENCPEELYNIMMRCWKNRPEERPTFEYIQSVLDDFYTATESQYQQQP
TbHK1 inh = Trypanosoma brucei hexokinase 1 inhibitors, primary screen, biochemical, G6PDH-coupled NADH absorbance, MLSCN library; hexokinase 1 [Trypanosoma brucei]; recombinant TbHK1, G6PDH-coupled NADH A340; inhibition, % at 10 µM; 220,000 compounds, 0.11% hits;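 active means inhibition of 50% or more in the single-dose primary screen; inactive means inhibition below 50%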
* marks the source's active call; other numbers are inactive results; i = inactive; / = not tested or not shown; & = joins results of further samples; [ ] = another dose, or the depositor's remark. Some of the compounds tested; count on the stated rates, not on these rows.

SMILES	14-3-3 Bad inh	EP2 antag	m-calpain inh	Rad51 HR inh	eIF4E-4G inh	zVAD death inh	EP2 mod	Hck Nef HTS	TbHK1 inh
S=C1NCN(Cc2ccco2)CN1c1cccc2ccccc12	-3	5	4	18	-4	-1.1	-49	9	-10
COc1cccc(CN2C(=O)N(C(C)C)C(N(O)C(=O)NC(C)C)C2(C)C)c1OC (stereo not given)	-3	16	4	0	-1	-0.3	23	-1	-3
Cc1ccc(S(=O)(=O)N(C(=O)c2ccncc2)c2ccc(OC(=O)c3ccncc3)c3ccccc23)c(C)c1	26[fluorescence artefact?]	8	18	11	-3[fluorescence artefact?]	-0.3	-3	-4	-14
CCCc1cc(=O)[nH]c(SCc2cccnc2)n1	-18	10	12	3	4	-0.1	22	5	4
COCCNC(=O)C1CC2Cn3c(nc4cc(C)c(C)cc43)C2N1C (stereo not given)	0	11	-13	-2	-8	-0.5	23	24	-8
Cn1c(=O)cc(SCC(=O)N2CCCC2)c2ccccc21	-5	/	-28	/	-10	1.8	35	-3	-14
Cc1ccc(N(CC(=O)NCCSc2ccccn2)S(=O)(=O)c2ccc(F)cc2)cc1	3	9	-12	-8	-3	-1.7	39	19	1
CCN(Cc1ccccc1)C(c1ccc(C)cc1)c1nnnn1C(C)(C)C (stereo not given)	-9	10	-5	-6	1	-0.8	61*	-23	9
CN(C(=O)C1CCC1C(=O)O)c1nc(-c2ccc(Cl)s2)cs1 (stereo not given)	-7	12	28	-9	4	0.5	-22	4	8
Cc1cc(NCCCCO)n2c(nc3ccccc32)c1C#N	-11	15	i	-6	-4	-0.4	12	59*	-10
CCn1c(SCC(=O)Nc2oc(-c3ccccc3)c(-c3ccccc3)c2C#N)nnc1-c1ccncc1	-17[fluorescence artefact?]	18	-376	3	-15	0.4	33	2	-24
NC(=S)N/N=C/c1cccc(/C=N/NC(N)=S)c1	-4	2	31	-11	4	1.1	-10	13	-41
O=C(O/N=C/c1ccc2c(c1)OCO2)c1ccccc1Cl	-4	18	34	/	16	0.3	15	-1	-11
O=C(Cc1n[nH]c(=O)[nH]c1=O)N/N=C/c1ccccc1O	-12	6	8	-3	-2	-0.2	-24	2	-9
O=C(O)c1cccc(N/C(=N\S(=O)(=O)c2ccccc2)c2ccccc2)c1	-3	-1	5	4	1	2.4	0	2	1
O=C(N/N=C/C(Br)=C/c1ccccc1)c1n[nH]c2c1CCC2	-1[fluorescence artefact?]	2	-63	7	-16	0.1	-6	1	-32
CC(=O)Nc1ccc(CN2CCN(C3CCCCC3)C(CCO)C2)cc1 (stereo not given)	1	4	-12	12	3	0.6	11	9	-4
O=C(Nn1cnnc1)c1cc(-c2ccccn2)nc2ccccc12	29	12	-35	6	-3	0.0	10	2	-9
O=C(CSc1nncn1-c1ccccc1)Nc1cc(Cl)cc(Cl)c1	0	6	2	-4	-24	0.3	-20	4	-12
Cn1c2c(c(=O)n(C)c1=O)C1(C(=O)Nc3ccccc31)C(C#N)=C(N)O2 (stereo not given)	6	14	-3	-11	4	0.2	20	-1	4
CSc1ccc(Cl)c(C(=O)OCC(=O)NCC(C)C)c1	0[fluorescence artefact?]	14	-110	1	-12[fluorescence artefact?]	-0.3	1	0	-4
CCN(c1ccccc1)S(=O)(=O)c1ccc2[nH]cc(C(=O)N3CCOCC3)c(=O)c2c1	31	3	-67	2	3	-0.3	16	-3	-10
O=C(NCCCl)c1ccc(OCc2ccccc2)cc1Cl	-7	3	6	-93	4	-0.5	-43	25	-3
CCOC(=O)N/N=C1\CC(C)S(=O)(=O)c2ccc(Cl)cc21 (stereo not given)	3	10	12	-23	8	1.0	16	-15	1
CCCCNC(=S)N/N=C/c1ccc(C#N)cc1	-9	3	37	6	-6	-0.3	-42	25	-35
CCOC(=O)C1C(=O)NC(N2CCN(Cc3ccccc3)CC2)=NC1c1ccco1 (stereo not given)	2	10	14	-2	1	0.1	26	1	-2
O=C(Nc1nc2ccc(S(=O)(=O)N3CCCC3)cc2s1)c1cccs1	8	25	-2	-13	-3[fluorescence artefact?]	0.6	-5	11	-15
O=C(CCC(=O)OCCCC(F)(F)C(F)(F)F)NC1CCCCC1	-7	5	7	-2	-17	0.3	-9	1	0
O=C(CSc1nnc(C2CC2)n1-c1ccccc1)NCCN1C(=O)CSC1=O	-8	9	-26	4	1	1.1	-5	-3	3
Cc1ccc(S(=O)(=O)N2CCN(C(=O)c3ccccc3)CC2)c(C)c1NS(C)(=O)=O	-5	8	-15	-1	1	4.8	-48	21	-5
CCc1ccc(NC(=O)CCc2nc3ccccc3[nH]2)cc1	-1	3	-11	8	-5	2.3	-34	11	-1
Cn1ncc([N+](=O)[O-])c1C(=O)N/N=C/c1c[nH]c2ccccc12	-6	3	-28	3	0	8.8	-6	34	-22
CCOc1ccc(-n2c(=O)c3c4c(sc3n(CC(=O)NCCCOC)c2=O)CCCCC4)cc1	-11	6	-24	13	2	1.7	16	23	-4
O=c1c2c3c(sc2ncn1-n1cccc1)CCCCC3	-7[fluorescence artefact?]	5	9	-8	2	-0.3	19	6	-1
CN1CCN(CCCNC(=O)c2ccc(/C=C3\Sc4ccccc4N(Cc4ccccc4F)C3=O)cc2)CC1	86*	88*	-73	2	31*	15	-45	-23	-15
C=CCS(=O)(=O)N1CCC(CCOc2ccccc2)(C(=O)OCC)CC1	-6	3	20	0	-1	0.5	-12	20	4
Cc1ccc(Cc2cnc(NC(=O)/C(C#N)=C/c3ccc(-c4ccc([N+](=O)[O-])cc4)o3)s2)cc1	7[fluorescence artefact?]	8	-40	4	-36[fluorescence artefact?]	-0.2	-13	1	-1
O=C1C=C(O)C(n2cncn2)C(c2cc(F)ccc2F)C1 (stereo not given)	5	5	26	-10	0	2.0	-1	-19	3
O=[N+]([O-])c1ccccc1CSc1ccccn1	0	9	-5	4	-1	0.8	16	7	28
O=C(N/N=C/C1CC=CCC1)c1ccccc1O (stereo not given)	-15[fluorescence artefact?]	9	8	-5	-1[fluorescence artefact?]	-0.2	0	-2	-6

Whole records from above. Order of screens: 14-3-3 Bad inh | EP2 antag | m-calpain inh | Rad51 HR inh | eIF4E-4G inh | zVAD death inh | EP2 mod | Hck Nef HTS | TbHK1 inh
Results for O=C(N/N=C/C1CC=CCC1)c1ccccc1O (stereo not given) : -15[fluorescence artefact?] | 9 | 8 | -5 | -1[fluorescence artefact?] | -0.2 | 0 | -2 | -6
Results for O=C(CSc1nnc(C2CC2)n1-c1ccccc1)NCCN1C(=O)CSC1=O : -8 | 9 | -26 | 4 | 1 | 1.1 | -5 | -3 | 3
Results for O=C1C=C(O)C(n2cncn2)C(c2cc(F)ccc2F)C1 (stereo not given) : 5 | 5 | 26 | -10 | 0 | 2.0 | -1 | -19 | 3
Results for O=C(Nc1nc2ccc(S(=O)(=O)N3CCCC3)cc2s1)c1cccs1 : 8 | 25 | -2 | -13 | -3[fluorescence artefact?] | 0.6 | -5 | 11 | -15
Results for CCOc1ccc(-n2c(=O)c3c4c(sc3n(CC(=O)NCCCOC)c2=O)CCCCC4)cc1 : -11 | 6 | -24 | 13 | 2 | 1.7 | 16 | 23 | -4

(next part)
SMILES	14-3-3 Bad inh	EP2 antag	m-calpain inh	Rad51 HR inh	eIF4E-4G inh	zVAD death inh	EP2 mod	Hck Nef HTS	TbHK1 inh
CN1CCCC(OC(=O)COc2ccc(Br)cc2)C1 (stereo not given)	-8	12	1	1	9	0.3	-21	0	-1
CCOC(=O)CSc1nnc(CNC(=O)c2cc(OCC)c(OCC)c(OCC)c2)n1C	10	5	8	-1	1	0.1	-10	-1	5
Cc1ccc(N2C(=O)CCC2(C#N)c2ccccc2)cc1 (stereo not given)	6	5	36	/	1	-0.5	-7	13	-9
CC(C)C(NC(=S)NCc1ccccc1)C(=O)O (stereo not given)	6[fluorescence artefact?]	10	2	-1	2[fluorescence artefact?]	-0.4	26	-1	-1
CS(=O)(=O)Nc1ccc(C2=NN(S(C)(=O)=O)C(c3ccc4c(c3)OCO4)C2)cc1 (stereo not given)	-7[fluorescence artefact?]	10&5	-224	1	0	1.9	-23&10	-1	-17
O=C1OC(/C=C/c2ccc(Cl)cc2Cl)=NC/1=C\c1cccs1	26	5	-43	-27	9[fluorescence artefact?]	0.2	14	20	-5
COc1ccc(NC(=O)c2oc3ccccc3c2NC(=O)c2ccco2)c(OC)c1	13	6	-113	3	-2	0.0	26	7	-26
CCc1nnc(NC(=O)CSc2nc(SC)ns2)s1	-1	9	-14	0	-3	2.8	19	9	1
CC(=O)NCCc1c[nH]c2ccc(OCC(O)CNC(C)(C)C)cc12 (stereo not given)	0	5	-1	7	4	1.0	-1	-3	-7
CCOC(=O)C(=O)NNc1ccc(C)cc1	-3	8	-13	1	-1	-0.3	25	1	-9
O=C(NNS(=O)(=O)c1ccc(F)cc1)c1cnn(-c2ccccc2)c1C(F)(F)F	-3	6	12	-10	0	1.3	8	-2	-7
COc1ccc(N2CCN(C(=S)Nc3ccc(S(N)(=O)=O)cc3)CC2)cc1	0	7	-36	-3	3	-0.6	-64	29	-1
CC1=C(C(=O)OC(C)C)C(c2ccc(C)o2)NC(=O)N1 (stereo not given)	-7	14	14	0	-10	-0.2	31	-9	5
C#Cc1ccc([C@@H]2C=C(C(=O)N3CCN(Cc4ccccc4)CC3)O[C@H](OCC)[C@H]2CCCO)cc1	2	7	-10	5	0	0.9	-3	8	-17
O=C(Oc1cccnc1)c1ccc(Cl)c(Cl)c1	-5	/	-18	/	6	0.5	2	0	1

Structures above that contain a nitro group on carbon:
SMILES	14-3-3 Bad inh	EP2 antag	m-calpain inh	Rad51 HR inh	eIF4E-4G inh	zVAD death inh	EP2 mod	Hck Nef HTS	TbHK1 inh
Cn1ncc([N+](=O)[O-])c1C(=O)N/N=C/c1c[nH]c2ccccc12	-6	3	-28	3	0	8.8	-6	34	-22
Cc1ccc(Cc2cnc(NC(=O)/C(C#N)=C/c3ccc(-c4ccc([N+](=O)[O-])cc4)o3)s2)cc1	7[fluorescence artefact?]	8	-40	4	-36[fluorescence artefact?]	-0.2	-13	1	-1
O=[N+]([O-])c1ccccc1CSc1ccccn1	0	9	-5	4	-1	0.8	16	7	28

Bioassay records from PubChem BioAssay.
